Assay outcomes deposited in PubChem by National Center for Advancing Translational Sciences (NCATS).
DT40 TDP1 no CPT – qHTS for Inhibitors of human tyrosyl-DNA phosphodiesterase 1 (TDP1): qHTS in cells in absence of CPT | 420,000 tested, 15% active | DT40 Tdp1-/- hTDP1 cells, no CPT, ATP luminescence, 48 h | AID 686978, 2013 | Potency, µM (titrated, usually from 46.2 µM), without a hit: at the highest dose activity change, negative = growth inhibition, most hits filed as inhibitors; note: nearly all actives have a fitted effect of over 55% in size
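Camptothecin absent (DMSO only). Human TDP1-complemented DT40 knockout cells, 400 cells/well, 37 °C for minimum 48 hr; ATP measured via CellTiter-Glo, 30 min dark incubation, luminescence.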
GCN5L2 inh – blocks human GCN5L2 histone acetyltransferase | Q92830 | GCN5L2 HAT assay, ThioGlo1 CoA-SH fluorescence | Potency, µM (titrated, usually from 58.9 µM), for the others: at the top dose activity change, negative = inhibition, most hits filed as inhibitors | 390,000 tested, 0.21% active | AID 504327
Target sequence (Q92830 whole entry, looked up): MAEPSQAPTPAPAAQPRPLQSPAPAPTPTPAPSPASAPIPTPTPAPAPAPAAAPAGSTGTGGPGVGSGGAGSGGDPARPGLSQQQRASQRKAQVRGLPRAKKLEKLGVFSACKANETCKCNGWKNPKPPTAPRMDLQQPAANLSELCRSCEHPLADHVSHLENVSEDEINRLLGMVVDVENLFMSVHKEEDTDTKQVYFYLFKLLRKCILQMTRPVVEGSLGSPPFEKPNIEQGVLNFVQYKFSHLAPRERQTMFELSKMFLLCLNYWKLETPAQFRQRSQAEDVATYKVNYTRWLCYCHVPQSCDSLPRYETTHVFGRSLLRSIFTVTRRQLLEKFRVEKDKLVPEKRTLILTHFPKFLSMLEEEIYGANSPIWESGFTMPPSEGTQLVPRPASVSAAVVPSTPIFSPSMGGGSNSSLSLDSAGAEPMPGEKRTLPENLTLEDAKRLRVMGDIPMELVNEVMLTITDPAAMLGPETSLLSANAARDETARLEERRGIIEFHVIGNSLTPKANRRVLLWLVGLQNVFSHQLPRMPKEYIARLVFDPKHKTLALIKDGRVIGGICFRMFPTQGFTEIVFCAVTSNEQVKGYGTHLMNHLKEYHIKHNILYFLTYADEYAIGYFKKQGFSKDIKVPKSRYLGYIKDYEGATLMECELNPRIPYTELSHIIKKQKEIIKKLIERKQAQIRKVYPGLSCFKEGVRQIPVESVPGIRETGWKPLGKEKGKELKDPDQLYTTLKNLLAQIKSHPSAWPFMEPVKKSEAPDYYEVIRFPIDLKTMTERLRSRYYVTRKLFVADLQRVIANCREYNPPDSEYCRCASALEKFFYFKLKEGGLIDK
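Fluorescence readout, Ex340nm/Em540nm: ThioGlo1 (50uM final) reacts with free CoA thiol released as 20nM GCN5L2 acetylates H3(1-25) peptide (75uM) using acetyl-CoA (70uM). Compound and enzyme sat 15 min beforehand; 20 min room-temperature reaction.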
TDP1 block – inhibitors of human tyrosyl-DNA phosphodiesterase TDP1; recombinant TDP1, AlphaScreen DNA substrate cleavage; Potency, µM (series often up to 130 µM), for the others: at the highest dose activity change, negative = inhibition, hits mostly inhibitors; 350,000 tested, 0.28% active; AID 485290; Q9NUW8; note: nearly all actives have a fitted effect of over 40% in size
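Recombinant human Tdp1 (E. coli-expressed, 1 nM final) preincubated with compounds 15 min at room temperature, then 5'-biotin/3'-phosphotyrosine-FITC DNA substrate (15 nM final) added for 5 min. AlphaScreen beads (10 ug/ml final) added 10 min; cleavage lowers signal.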
Starred values were filed as active, the others as inactive; u = inconclusive; x = no result given; & = joins results of further samples; [ ] = remark or other dose. Calls come from the whole dose curve; as a rule, active = well fitted curve in the direction sought with a large enough effect; inconclusive = small, poorly fitted or top-dose-only effect, or another doubt; inactive = no such curve, though single readings can be large; an effect the other way counts as inactive or inconclusive. % is set by controls: 0 for no effect and ±100 for the full control effect; potency is the fitted concentration of half-maximal effect. Only part of the results is shown; count on the stated rates, not on these rows.

cpd	structure	TDP1 block	DT40 TDP1 no CPT	GCN5L2 inh
1	O=C1NCCN1CCNS(=O)(=O)c1ccc(F)cc1	3%	-11%	0%
2	O=C(O)CC(CNC(=O)C1CCCN1C(=O)OCc1ccccc1)c1ccccc1 (centres undefined)	x	10%	-4%
3	CCCc1cc(C(=O)N2CCCN(C)CC2)cs1	2%	15%	-25%
4	Cc1ccc(C)c(S(=O)(=O)NCc2cccnc2)c1	0%	4%	3%
5	CC1CCc2c(sc(NC(=O)Cn3nnc(-c4ccc(C(F)(F)F)cc4)n3)c2C#N)C1 (centres undefined)	-1%	1%	0%
6	C/C(=N\NC(=O)c1ccn(C)n1)c1ccco1	-4%	-15%	1%
7	COCCCN=Cc1c(C)[nH]n(-c2ccc(Br)c(C)c2)c1=O	-5%	u	0%
8	Cc1ccc(-n2nnnc2Sc2nc([N+](=O)[O-])nn2C)cc1C	0%	u	-2%
9	COc1ccc(NC(=O)CN2C(=O)NC3(CCCCCCC3)C2=O)cc1	1%	-27%	-2%
10	O=CN1CCN(C(=O)c2ccc([N+](=O)[O-])cc2)CC1	0%	4%	-1%
11	C=CCNC(=O)CSc1nc2sc3c(c2c(=O)n1CCCOC)CCC3	4%	-7%	-17%
12	O=S(=O)(c1ccccc1F)N(Cc1ccco1)Cc1nnc(-c2ccccc2Br)o1	8%	-12%	-9%
13	O=c1[nH]c2ccsc2c(=O)n1-c1ccc(F)cc1	0%	-4%	4%
14	O=C(O)Cc1ccc(NC(=O)c2ccc(NC(=O)c3ccco3)cc2)cc1	-4%	-2%	-10%
15	CCN1CCN(c2ccc(S(=O)(=O)N3CCCCC3)cc2NC(=O)c2ccccc2)CC1	-2%	u	-1%
16	COC(=O)N1N=C(c2ccc(Br)cc2)CC1(O)C(F)(F)F (centres undefined)	-1%	u	-1%
17	c1ccc(-n2nnnc2-c2cccnc2)cc1	8%	u	-9%
18	CC(C)C[C@@H]1NC(=O)[C@H](C(C)C)NC(=O)c2cc([N+](=O)[O-])cc(I)c2OCC[C@@H](C(N)=O)NC1=O	1%	-7%	-1%
19	O=C(Nc1cccnc1)c1cc2cc(Br)ccc2oc1=O	0%	10%	-4%
20	COc1cc(/C=C/c2ccc3c(Br)cc(Br)c(O)c3n2)ccc1O	11%	5.2µM*	-5%
21	O=C(NCCCN1CCN(c2ccccc2F)CC1)C1CCC(=O)N1C1CCCC1 (centres undefined)	-7%	-12%	0%
22	Cc1cc(C)cc(NC(=O)C2CCN(S(=O)(=O)c3cccc(-c4noc(C)n4)c3)CC2)c1	5%	21µM*	-12%
23	COCc1cc(=O)[nH]c(SCC(=O)N2CCOCC2)n1	3%	17%	-2%
24	CC(=O)Nc1ccc(-c2csc(NC(=O)CCNC(=O)c3ccco3)n2)cc1	4%	u	-6%
25	CC(=O)Nc1ccc(S(=O)(=O)N2CCN(CC(=O)N3CCOCC3)CC2)cc1	1%	-8%	-12%
26	Cc1ccc(NC(=S)N(Cc2ccccc2)C(C)C)cc1	4%	u	4%
27	O=C(NCc1cccnc1)c1ccccc1NS(=O)(=O)c1ccc(F)cc1	4%	5%	-3%
28	CC(=O)c1cccc(Nc2nc(N3CCOCC3)nc(N3CCOCC3)n2)c1	2%	u	2%
29	Cn1c2ccccc2c2c(C(=O)N3CCN(c4ccc(F)cc4)CC3)cn(C3CCCC3)c(=O)c21	9%	23µM*	-7%
30	CCOC(=O)C1=C(COC(=O)c2cccc(Cl)c2)NC(=O)NC1C (centres undefined)	2%	20%	u
31	CCn1c(-c2ccoc2C)n[nH]c1=S	u	-9%	-7%
32	CCOC(=O)c1c(N2C(=O)Nc3ccccc3N2O)n[nH]c1-c1cccc(OC)c1	8%	19%	1%

Part of the list above in order of SMILES length, high to low.
cpd	structure	TDP1 block	DT40 TDP1 no CPT	GCN5L2 inh
29	Cn1c2ccccc2c2c(C(=O)N3CCN(c4ccc(F)cc4)CC3)cn(C3CCCC3)c(=O)c21	9%	23µM*	-7%
14	O=C(O)Cc1ccc(NC(=O)c2ccc(NC(=O)c3ccco3)cc2)cc1	-4%	-2%	-10%
1	O=C1NCCN1CCNS(=O)(=O)c1ccc(F)cc1	3%	-11%	0%

Additional structures:
cpd	structure	TDP1 block	DT40 TDP1 no CPT	GCN5L2 inh
33	CC(=O)N1CCN(CC(=O)Nc2ccc(C)c(F)c2)CC1	x	26%	4%
34	CCOc1ccc(N=C(C)C2=C(O)c3ccccc3C2=O)cc1	x	u	u
35	O=C(CC1SC(N2CCCCC2)=NC1=O)Nc1ccc(C(=O)NCCc2ccc(F)cc2)cc1 (centres undefined)	3%	u	-3%
36	CC(C)(C)c1ccc(SCCc2ccncc2)cc1	x	16µM*	-8%
37	COc1cc(/C=N/NC(=O)C(N)=O)cc(OC)c1O	0%	-12%	-13%
38	O=C1CC2(CCCC2)CC(=O)N1CCCCNC[C@H]1COc2ccccc2O1	3%[56.1 µM]	u	-10%
39	NC(=O)CCNC(=O)c1ccc(Cl)cc1	4%	-5%	-7%
40	Clc1ccc(Cc2ccccn2)cc1	-5%	4%	-4%
41	O=C(COC(=O)c1ccc(F)c(S(=O)(=O)N2CCOCC2)c1)c1ccc(Br)cc1	7%	-8%	-5%
42	Cc1cccc(C(OC(=O)c2ccco2)C(=O)NCc2ccccc2)n1 (centres undefined)	5%[56.1 µM]	-2%	-5%
43	O=C(NCC(=O)N1CCN(c2ccccc2O)CC1)C1CCCCC1	-4%	u	-9%
44	Cc1cc(-c2nc3c4c5c(sc4[nH]c(=O)n3n2)CCC5)c(C)o1	u	-6%	u
45	COCCNc1c(-c2ccc(OC)cc2)nc2ccc(Cl)cn12	3%	u	-13%
46	CCOc1cc2c(cc1OCC)C(C(=O)O)C(c1cc(Br)c(O)c(OC)c1)N(C)C2=O (centres undefined)	3%	-3%	-6%
47	CCn1c(SCC(=O)N2CCC(C)CC2)nc2c1c(=O)n(C)c(=O)n2C	-10%[0.0935 µM]	-15%	-3%
48	O=C(O)CCCN1C(=O)C(=O)/C(=C(/O)c2ccc(Cl)cc2)C1c1ccccc1 (centres undefined)	3%	6%	-27%
49	Fc1cc(Br)ccc1NC(=S)Nc1ccccc1	-1%	u	0%
50	Nc1[nH]ncc1-c1ccc(F)cc1	3%	29%	-2%
51	Cn1c(C(=O)N2CCC(C(=O)N3CCN(Cc4ccc5c(c4)OCO5)CC3)CC2)cc2sccc21	8%	u	-28%
52	O=C1NC2(CCCCC2)N=C1c1ccc(F)cc1	1%	-4%	-3%
53	CSc1ccccc1OCc1cc(C(=O)N2CCCC(C)C2)no1 (centres undefined)	-17%	u	-12%
54	CCCCN1C(C(=O)Nc2cc(C)on2)=C(O)c2ccccc2S1(=O)=O	x	-20%	-8%
55	Cc1ccc(Oc2ncc(CN3CC(C)OC(C)C3)s2)cc1 (centres undefined)	1%	-25%	-6%
56	O=c1c2c3c(sc2n(CCN2CCOCC2)c(=O)n1Cc1ccco1)CCCCC3	-3%	10µM*	-6%

Random excerpt: four entries already listed, in no set order.
cpd	structure	TDP1 block	DT40 TDP1 no CPT	GCN5L2 inh
50	Nc1[nH]ncc1-c1ccc(F)cc1	3%	29%	-2%
55	Cc1ccc(Oc2ncc(CN3CC(C)OC(C)C3)s2)cc1 (centres undefined)	1%	-25%	-6%
52	O=C1NC2(CCCCC2)N=C1c1ccc(F)cc1	1%	-4%	-3%
51	Cn1c(C(=O)N2CCC(C(=O)N3CCN(Cc4ccc5c(c4)OCO5)CC3)CC2)cc2sccc21	8%	u	-28%

Other records.
cpd	structure	TDP1 block	DT40 TDP1 no CPT	GCN5L2 inh
57	CCOc1ccc(CCNC(=O)COC(=O)c2c(OC)cccc2OC)cc1OCC	x	u	2%
58	CC(=O)c1ccc(NC(=O)Cn2c(=O)oc3ccccc32)cc1	x	-10%	-4%
59	O=C(CSc1n[nH]c(=O)[nH]c1=O)Nc1ccc2c(c1)C(=O)c1ccccc1C2=O	x	u	u
60	O=C(/C=C/c1cccs1)NC1CC1	2%	-2%	-1%
61	Cc1nn(Cc2noc(C(=O)NCc3ccc(F)cc3)n2)c(C)c1Br	4%&7%	u	-12%&-9%
62	COC(=O)C1=C(C)NC2=C(C(=O)CCC2)C1c1cccc(C)n1 (centres undefined)	10%	5%	u
63	COCCNC(=S)N1CCN(c2ccc(Cl)cc2)CC1	5%	-40%	-5%
64	CN(C)CCNc1oc(COc2cccc(Cl)c2)nc1C#N	2%	-26%	-2%

3 entries from above, as labelled records:
63	COCCNC(=S)N1CCN(c2ccc(Cl)cc2)CC1
  TDP1 block: 5%; DT40 TDP1 no CPT: -40%; GCN5L2 inh: -5%

59	O=C(CSc1n[nH]c(=O)[nH]c1=O)Nc1ccc2c(c1)C(=O)c1ccccc1C2=O
  TDP1 block: x; DT40 TDP1 no CPT: u; GCN5L2 inh: u

61	Cc1nn(Cc2noc(C(=O)NCc3ccc(F)cc3)n2)c(C)c1Br
  TDP1 block: 4%&7%; DT40 TDP1 no CPT: u; GCN5L2 inh: -12%&-9%

Other records
cpd	structure	TDP1 block	DT40 TDP1 no CPT	GCN5L2 inh
65	O=C(NCc1ccccc1)C1CCCN(c2ncnc3c2nc2n3CCCCC2)C1 (centres undefined)	2%	21µM*	-24%
66	Cc1ccc(C(=O)N(C)CCOc2ccccc2)cc1S(=O)(=O)N1CCOCC1	1%	u	-2%
67	CCN(C[C@H]1N[C@@](Cc2ccccc2)(C(=O)OC)[C@H]2C(=O)N(Cc3ccccc3)C(=O)[C@@H]12)C(=O)COc1ccccc1	2%	18µM*	-6%
68	Cc1ccccc1NC(=O)NCCCN1CCCC1	5%	12%	-6%
69	CCn1c(NC(=O)c2ccco2)c(-c2ccccc2Cl)c(=O)c2ccccc21	-1%	-18%	-4%
70	CCc1nc2c(nnn2Cc2ccc(F)cc2)c(=O)[nH]1	-3%	0%	-9%
71	COc1ccccc1CNC(=O)CN1C(=O)CSc2ccc(S(=O)(=O)N3CCCCC3)cc21	3%	21µM*	-10%
72	COc1cc(CN2CCCC(CO)(Cc3ccccc3F)C2)ccc1O (centres undefined)	x	3%	1%
73	CCN(C(=O)CSc1nc2ccccc2o1)C1CCS(=O)(=O)C1 (centres undefined)	x	-22%	-1%
74	O=C(O)c1ccc(-c2nc(-c3ccc(Cl)cc3Cl)cs2)cc1	1%	-15%	-7%
75	CC(C)c1ccccc1NCC(=O)N1CCN(Cc2ccccc2)CC1	x	u	1%
76	Cc1oc(C(=O)O)cc1CSc1nnc(-c2ccccc2)n1C	-2%	-2%	-11%
77	COc1cc2[nH]c(=O)n(C3CCCCC3)c(=O)c2cc1OC	6%	-28%	-4%
78	COc1ccccc1OCCNC(=O)c1ccc(C)o1	-8%[0.505 µM]	-6%	3%
79	CCOC(=O)N1CCC(NC(=O)c2cnn(-c3cccc(C)c3)c2-n2cccc2)CC1	-3%	18µM*	0%
80	C/C(=N\Nc1nccnc1Cl)c1ccc(Cl)c(Cl)c1	x	-2%	-7%
81	CC(/C=C/c1ccccc1)=N\NC(=O)CSc1ccccn1	2%	u	-2%
82	COC(=O)N1CCC[C@@]2(CCN(C(=O)Nc3ccc(OC)cc3)C2)C1	x	12%	4%
83	CN=C1SC(CC(=O)Nc2cc(Cl)ccc2Cl)C(=O)N1C (centres undefined)	4%	9%	-2%
84	Cc1ccn(CCC(=O)Nc2ccc(-c3ccno3)cc2)n1	2%	5%	-2%
